Cneo AK release: Cryptococcus neoformans lysis via adenylate kinase release. C. neoformans lysis, adenylate kinase release luminescence, 4 h; normalised: neutral wells 0, clomiphene wells 100. lysis activity, % at 15 µM. 360,000 tested, 0.2% active. AID 651654;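 active means mean lysis activity across replicates of at least 80%, whatever share of replicates individually reach that level; inactive means mean lysis activity below 80%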
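Material – Cryptococcus neoformans yeast cells · Quantity – 5 × 10^6 yeast cells/mL · Buffer or medium – YPD medium · Compound – single dose · Timing – 4 h static compound exposure, 37 °C, read 1 h post-reagent · Signal – adenylate kinase release luminescence · Read-out basis – lysis from increased AK signal · Benchmarks – Clomiphene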
C2C12 statin: suppression of simvastatin myotoxicity. rescue of ATP level, % at 7.49 µM. 330,000 tested, 0.78% active. C2C12 myotubes + simvastatin, ATP luminescence, 48 h; scaled: DMSO 0, geranylgeraniol control 100;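 active means mean ATP rescue above about 67%, or every replicate alone reaching that limit, limit read from the data, passing the limit was not always enough; inconclusive means no clear call, values can overlap the other calls; inactive means mean under the limit and some replicate under it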;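 further: myotubes were challenged with 10 µM simvastatin during compound exposure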
PglD DTNB: blocks C. jejuni PglD acetyltransferase activity | purified PglD enzyme, DTNB colorimetric CoA detection | inhibition, % at 12.5 µM | 360,000 tested, 0.098% active | AID 602405; in the data active means inhibition above about 16%, passing the limit was not always enough; inconclusive means no clear call, values can overlap the other calls; further: strong numbers were not always called active
INS-1E GSIS act: GLuc luminescence reporter in INS-1E cells, primary screen for activators of glucose-dependent secretion of insulin; INS-1E GLuc reporter insulin secretion, 2-3 h; activation, % at 16.6 µM; 370,000 tested, 0.61% active; AID 743287;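 active means lowest replicate activation of at least 40%, so every replicate reaches that level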;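 further: 0% = median of neutral control wells and 100% = median of IBMX positive control wells; some compounds called inactive have numbers as strong as hits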
PAX8 inh HTS: lowers PAX8-driven luciferase in RMG-I cells | AID 652154 | RMG-I TPO-luciferase reporter, SteadyGlo, 24 h | inhibition, % at 12.6 µM | 360,000 tested, 1.2% active;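 active means mean replicate inhibition at least 60% with every replicate also reaching 60%; inconclusive means only one of the two criteria is met; inactive means mean below 60% and not all replicates reaching 60%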;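 further: luciferase light reporting Pax8 driven TPO promoter activity; plate controls were median of neutral control wells for no effect and mitoxantrone controls for full effect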
ARNT TACC3 PPI: disrupts binding between human ARNT and TACC3; Q9Y6A5; AlphaScreen His-ARNT PAS-B/GST-TACC3 binding, luminescence; TACC3 fragment carries E629A point mutation; inhibition, % at 9.99 µM; 390,000 tested, 0.66% active; AID 623870;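 active means mean inhibition of replicates at least 50% and at least half of replicates each reaching 50%; inconclusive means half or more replicates reach 50% but mean below 50%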;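 further: 0% = complete ARNT plus TACC3 wells and 100% = ARNT alone without TACC3; many hits fall short of the cut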
PGC1a acetyl inh: lowers PGC1a acetylation signal in U2OS cells; 350,000 tested, 0.17% active; AlphaScreen anti-acetyl-lysine; with virally co-expressed GCN5 acetyltransferase; inhibition, % at 15.6 µM; AID 651687;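 active means every replicate shows inhibition of at least 40%; inconclusive means mean inhibition at least 40% but some replicate below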;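 further: 0% = neutral control wells and 100% = positive control wells; some results beyond the cut were filed as inactive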
LGR2 inh: blocks bursicon-induced cAMP signaling via Drosophila LGR2 | HEK293 LGR2, CRE-luciferase, bursicon-stimulated, 4 h | inhibition, % at 9.99 µM | 380,000 tested, 0.35% active | AID 720647;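 active means drop in luminescence signal, shown as inhibition above about 50% in the replicate tests, limit read from the data, passing the limit was not always enough; inconclusive means probably only some replicates passing the limit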;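 further: agonist challenge used bursicon conditioned medium at about half maximal strength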
The depositor's hits bear a star; u = inconclusive; x = no result given.

Molecule	PGC1a acetyl inh	ARNT TACC3 PPI	PglD DTNB	PAX8 inh HTS	LGR2 inh	Cneo AK release	INS-1E GSIS act	C2C12 statin
COc1ccc(C(=O)OCC(=O)NC2CCCC2)cc1OC	-2	-6	0	-11	-4	-3	10	1
C[C@H]1CN([C@@H](C)CO)C(=O)c2cc(NC(=O)Nc3ccccc3)ccc2O[C@@H]1CN(C)S(=O)(=O)c1cccs1	-1	-3	0	3	2	-43	7	-28
COc1cccc(-c2nc(CS(=O)CC(=O)NCc3ccccc3)c(C)o2)c1 (stereo not given)	x	-16	1	-9	13	4	-15	23
COc1ccc(/C=C2\SC(c3ccc(C)cc3)=NC2=O)cc1OC	-7	1	4	x	-11	0	-6	26
CN(C)C(=O)c1cc2c(c(-c3cccc(C4=CCCC4)c3)n1)[C@H](CCO)N([S@@](=O)C(C)(C)C)C2	14	-7	5	6	9	-10	12	1
CCC(=O)NC(=S)NNC(=O)c1ccc([N+](=O)[O-])cc1	-4	-1	0	-9	x	1	x	-12
CC(C)(C)C1CCC(OC(=O)CN2CCOCC2)CC1 (stereo not given)	-16	-42	3	x	x	-3	x	3
O=C1CN(S(=O)(=O)Cc2ccccc2)C[C@@H]2[C@H](c3ccc(C#CCC4CCCC4)cc3)[C@@H](CO)N12	-8	x	x	-16	-1	x	10	x
Cc1nc2ccc([N+](=O)[O-])cc2s1	x	-2	x	-15	6	x	1	x
COc1ccc(CN2C(=O)C(C)Nc3ncnc(N4CCOCC4)c32)cc1 (stereo not given)	x	1	-3	69*	-7	1	-1	-6
CCCCOc1ccc(CNC(=O)NS(=O)(=O)c2ccc(OCC(C)C)cc2)cc1	u	-2	-2	-10	x	0	x	2
CC1CC(=O)N(CC(=O)Nc2ccc3c(c2)OCCO3)c2ccccc2S1 (stereo not given)	-9	27	-1	x	-10	0	0	21
COc1ccc(NC(=O)c2sc(=O)n(Cc3cccc(C(F)(F)F)c3)c2C)cc1OC	x	x	-2	9	-4	1	-31	35
O=C(NCc1ccco1)c1cccc(S(=O)(=O)N2CCN(Cc3ccccc3)CC2)c1	x	-6	x	-3	-2	x	-16	x
C=CCOC(=O)[C@H]1[C@@H]2C(=O)O[C@@H](c3ccccc3)[C@@H](c3ccccc3)N2[C@@H](c2ccc(OCCOC(=O)[C@H]3C[C@H]4C(=O)N5CCC[C@H]5C(=O)N4[C@H]3c3cccc(OCCO)c3)cc2)[C@]12C(=O)Nc1ccccc12	21	8	2	-1	x	0	x	x
O=C(NCC1CCCO1)c1cc2c(s1)CCCC2 (stereo not given)	0	x	-6	-184	-52	-2	-8	4
CCOC(=O)CCC(NC(=O)c1cncc(O)c1)C(=O)OCC (stereo not given)	12	-8	5	4	x	-3	x	2
CCOc1ccc(NC(=O)c2nnn(CC(=O)Nc3ccccc3OCC)c2N)cc1	0	6	0	-12	x	0	x	7
NC(=O)c1nsc(C(=O)N(Cc2cccnc2)C(C(=O)NCc2ccc(F)cc2)c2ccc(F)cc2)c1N (stereo not given)	x	-2	-2	2	-2	7	x	-33
Cc1ccccc1N(C(=O)c1cccs1)c1nc2ccccc2s1	-25	x	-1	x	-6	-2	-2	x
C[C@@H]1CN([C@@H](C)CO)C(=O)c2cccc(NC(=O)Nc3ccccc3)c2O[C@@H]1CN(C)Cc1ccc(C(=O)Nc2ccccc2N)cc1	-2	0	-3	68*	-9	1	-6	-115
CCOC(=O)c1sc(NC(=O)C(OC(C)=O)c2ccccc2)nc1C (stereo not given)	x	-17	x	-20	-17	x	0	x
O=C(Nc1ccc(Oc2ccccc2)nc1)C1CCCCN1Cc1ccc(O)cc1 (stereo not given)	x	-5	7	-14	-4	-1	-12	25
CCc1ccc(-n2c(=O)c3c(C)c(C(=O)N(C)C)sc3n(CC(=O)NCC3CCCO3)c2=O)cc1 (stereo not given)	x	6	-4	5	-1	2	4	0
CN(C)C(=S)SCCn1c(N)nc(N(C)C)nc1=O	x	-6	x	5	-3	x	3	x
CCN(CC)CCn1c(=S)[nH]c2ccc(Br)cc2c1=O	6	15	x	-13	-2	x	13	x
CCCCOc1ccc(C(O)C(CN2CCCCC2)c2ccccc2)cc1 (stereo not given)	-4	-2	x	-11	26	x	-25	x
CCNC(=O)C[C@H]1CC[C@@H]2[C@H](COc3ccc(NC(=O)Nc4ccc(Cl)cc4)cc3C(=O)N2C)O1	-8	2	2	-6	-1	21	-12	17
O=C(c1cccc(Cl)c1)C1CCCN(Cc2ccc(N3CCNC3=O)cc2)C1 (stereo not given)	7	11	-3	2	6	-1	21	-2
COc1ccc(S(=O)(=O)N(C)C[C@@H]2Oc3c(NC(=O)NC(C)C)cccc3C(=O)N([C@H](C)CO)C[C@@H]2C)cc1	5	-8	0	x	7	0	-1	x
Clc1ccc(C(c2ccccc2Cl)C(Cl)Cl)cc1 (stereo not given)	-51	48*	1	12	1	1	x	11
COCCn1c(SCC(=O)N(C)C2CCS(=O)(=O)C2)nc2ccccc2c1=O (stereo not given)	0	-3	-2	6	7	-3	10	x
CC1(C)C(=O)Nc2ccccc2N1C(=O)COc1ccccc1C#N	-10	0	-3	-4	-8	0	8	1
C[C@H]1CCCCO[C@H](CN(C)S(=O)(=O)c2ccccc2)[C@@H](C)CN([C@@H](C)CO)C(=O)c2cc(NC(=O)Nc3cccc4ccccc34)ccc2O1	-25	-19	7	-25	4	-4	4	x
COCC(=O)N(C)C[C@H]1Oc2cc(C#C[C@H](C)O)ccc2S(=O)(=O)N([C@@H](C)CO)C[C@@H]1C	3	-2	0	x	21	-16	10	-3
Cc1ccc(Sc2ncccc2C(=O)NC2CCCCCC2)cc1C	x	-2	-2	-18	-2	3	-11	4
COc1ccccc1S(=O)(=O)N[C@@H]1C=C[C@H](CC(=O)N2CCOCC2)O[C@@H]1CO	-5	-20	6	-16	16	-9	6	-8
FC(F)(F)c1cc(Cl)c2nc(-c3ccccc3)c(Cc3ccccc3)n2c1	-6	x	-1	-2	16	-1	-7	15
COc1ccccc1CN1CC[C@H]2[C@H](CO)Nc3ccc(-c4ccc(C(=O)N(C)C)cc4)cc3[C@H]21	-20	-4	10	-14	1	-1	-22	-2
Cc1noc(C)c1C(=O)N(C)C[C@@H]1OCc2ccccc2-c2c(n(C)c3ccccc23)C(=O)N([C@@H](C)CO)C[C@@H]1C	6	-1	-2	23	-2	-2	7	-17
Cc1ccc(S(=O)(=O)N[C@@H]2CC[C@H](CCn3cc(-c4cccnc4)nn3)O[C@H]2CO)cc1	1	-2	5	12	7	-22	21	2
C[C@@H]1CCCCO[C@H](CN(C)Cc2ccc3c(c2)OCO3)[C@@H](C)CN([C@H](C)CO)C(=O)c2cc(NS(=O)(=O)c3ccccc3)ccc2O1	-1	-3	7	-37	-18	4	4	x
CSCCC(NC(=O)c1ccccc1Cl)C(=O)NCCOc1ccccc1 (stereo not given)	x	1	2	-21	-8	0	4	6
CCc1ccc(NC(=O)c2ccccc2Br)cc1	x	-3	5	-150	-71	-5	7	x
CCN(CC)S(=O)(=O)c1ccc(NC(=O)c2ccc(N(C)S(C)(=O)=O)cc2)cc1	3	1	-1	x	x	0	x	104*
Cc1ccccc1NC(=O)COC(=O)COc1ccc2ccc(=O)oc2c1	2	x	-3	0	8	-1	x	3
Cc1cc(C)c(S(=O)(=O)Nc2ccc(O)cc2)c(C)c1	6	-4	-4	-3	x	3	6	x
O=C(O)CN1C(=O)/C(=C/c2cccc(Cl)c2)Oc2ccccc21	x	-13	0	5	-1	-2	-4	-8
C[C@H](CO)N1C[C@H](C)[C@H](CN(C)Cc2ccc(C(=O)Nc3ccccc3N)cc2)Oc2c(NC(=O)Nc3ccc(F)cc3)cccc2C1=O	-11	x	x	14	-6	x	12	x
O=C(NCCCN1CCOCC1)c1cc(S(=O)(=O)N2CCOCC2)c(Cl)cc1Cl	-13	-2	0	7	-4	0	7	-5
CC(C)CC1(C(=O)NCCc2c[nH]c3ccccc23)C=CCN1C(=O)c1ccccc1 (stereo not given)	-7	1	-8	9	-4	0	-4	4
COc1cccc(CNC(=O)c2cccc(NC(=O)CC3SC(N4CCCCC4)=NC3=O)c2)c1 (stereo not given)	x	x	2	20	9	2	-14	3
CC(=O)Nc1ccc(C(=O)NNC(=O)C2C3CCCCC32)cc1 (stereo not given)	x	x	1	-5	-7	-1	1	-11
COc1cc2c(cc1OC)/C(=C/C(=O)c1ccc([N+](=O)[O-])c(C)c1)NCC2	3	6	-5	3	8	2	2	-7
O=C(C[C@H]1C[C@@H]2c3cc(NC(=O)C4CCC4)ccc3O[C@@H]2[C@@H](CO)O1)NCCc1ccccc1	-6	6	-1	19	-13	2	-8	-2
C=C(C)c1cccc(C(C)(C)NC(=O)Nc2cccnc2)c1	x	-2	0	29	2	0	-6	1
O=C(Nc1ccc(S(=O)(=O)N2CCN(Cc3ccccc3)CC2)cc1)c1cnccn1	x	-3	-1	x	x	1	x	-6
CNC[C@@H]1OCCCC[C@H](C)Oc2ccc(NS(=O)(=O)c3ccc(OC)cc3)cc2C(=O)N([C@H](C)CO)C[C@H]1C	6	x	x	-6	4	x	35	-9
CO[C@@H]1CN(C)C(=O)c2cc(NC(=O)c3cnccn3)ccc2OC[C@H](C)N(C(=O)C2CC2)C[C@H]1C	4	-2	0	2	-17	-10	8	-5
O=C(Cc1ccccc1)NS(=O)(=O)c1ccc(N=NN2CCOCC2)cc1	-13	x	x	1	-16	x	-20	10

More results follow:
Molecule	PGC1a acetyl inh	ARNT TACC3 PPI	PglD DTNB	PAX8 inh HTS	LGR2 inh	Cneo AK release	INS-1E GSIS act	C2C12 statin
COc1cccc(CNC(=O)CCS(=O)(=O)c2ccc3c(c2)NC(=O)C(C)S3)c1 (stereo not given)	x	x	-4	18	10	14	-2	5
O=S(=O)(NC1CCCC1)c1ccc(S(=O)(=O)NC2CCCC2)cc1	-20	-12	-3	x	x	-1	x	4
O=C(O)CN1C(c2ccccc2)=Nc2ccc(Br)cc2C1c1ccccc1 (stereo not given)	-7	10	x	11	4	x	-5	x
O=C(N/N=C/c1ccncc1)c1ccccn1	-4	15	-4	-68	-12	0	6	3
C/C(N)=C(/C#N)C(=O)CSc1cc(C)c2ccccc2n1	3	-6	-8	4	-3	-1	-22	-1
Cn1cnc(S(=O)(=O)N[C@H]2CC[C@H](CC(=O)NCC3CCCCC3)O[C@H]2CO)c1	-3	1	0	x	-13	-1	-2	-15
Nn1c(SCC(=O)N2CCCc3ccccc32)nnc1-c1ccc(Cl)cc1	2	-6	11	9	x	-6	x	-9
Cc1nc(-c2cccs2)sc1C(=O)NN	x	14	x	-24	-14	x	12	x
CC(=O)NC(Cc1ccccc1F)C(=O)NC1CCN(C(=O)Nc2ccc(C)cc2)CC1 (stereo not given)	x	-11	1	-4	-5	1	-12	3
C[C@H](NC(=O)C[C@@H]1CC[C@H](NC(=O)C2CC2)[C@@H](CO)O1)c1ccccc1	2	11	3	1	34	-2	19	-5

Compounds were not picked by outcome; about 2.9% have a hit in one of these screens.
